PLCg1 inh – blocks human PLC-gamma1 enzyme activity. purified PLC-gamma1, fluorogenic substrate, fluorescence. P19174. inhibition, % at 12.2 µM. 370,000 compounds, 0.84% hits; in the data active means inhibition above about 9.5%
Target sequence (P19174 whole entry, looked up): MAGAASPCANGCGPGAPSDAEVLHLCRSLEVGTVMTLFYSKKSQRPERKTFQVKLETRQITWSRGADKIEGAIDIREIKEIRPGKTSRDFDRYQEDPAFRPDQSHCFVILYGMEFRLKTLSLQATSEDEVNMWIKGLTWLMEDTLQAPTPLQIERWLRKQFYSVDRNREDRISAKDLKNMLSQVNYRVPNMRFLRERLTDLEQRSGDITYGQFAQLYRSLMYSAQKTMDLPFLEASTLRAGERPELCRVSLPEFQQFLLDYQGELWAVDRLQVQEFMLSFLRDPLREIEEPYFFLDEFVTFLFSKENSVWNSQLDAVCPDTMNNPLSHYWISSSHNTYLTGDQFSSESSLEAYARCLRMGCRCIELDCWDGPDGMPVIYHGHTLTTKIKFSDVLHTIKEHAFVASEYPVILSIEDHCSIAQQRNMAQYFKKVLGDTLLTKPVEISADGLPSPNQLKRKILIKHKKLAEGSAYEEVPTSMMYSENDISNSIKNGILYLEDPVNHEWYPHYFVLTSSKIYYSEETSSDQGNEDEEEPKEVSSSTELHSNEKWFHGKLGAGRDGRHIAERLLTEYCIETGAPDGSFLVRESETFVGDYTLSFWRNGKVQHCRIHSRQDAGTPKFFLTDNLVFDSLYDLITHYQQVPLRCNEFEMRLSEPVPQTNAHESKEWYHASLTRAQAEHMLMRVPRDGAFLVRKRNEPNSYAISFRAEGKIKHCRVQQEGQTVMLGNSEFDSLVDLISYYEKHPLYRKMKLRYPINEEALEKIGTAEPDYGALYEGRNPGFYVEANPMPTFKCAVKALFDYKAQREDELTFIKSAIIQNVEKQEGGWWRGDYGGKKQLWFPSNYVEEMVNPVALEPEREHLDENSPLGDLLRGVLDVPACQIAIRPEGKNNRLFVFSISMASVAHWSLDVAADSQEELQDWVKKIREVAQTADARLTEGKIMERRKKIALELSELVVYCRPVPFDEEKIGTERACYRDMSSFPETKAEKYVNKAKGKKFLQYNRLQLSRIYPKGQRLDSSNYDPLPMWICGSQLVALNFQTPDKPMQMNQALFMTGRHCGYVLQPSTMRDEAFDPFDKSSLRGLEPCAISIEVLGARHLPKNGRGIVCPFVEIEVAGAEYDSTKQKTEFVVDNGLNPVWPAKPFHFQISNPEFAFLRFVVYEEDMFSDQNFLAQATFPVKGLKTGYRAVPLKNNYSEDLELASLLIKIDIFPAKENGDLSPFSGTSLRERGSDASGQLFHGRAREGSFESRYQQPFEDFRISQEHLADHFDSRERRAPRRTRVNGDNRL
DAX1 inh-1 – DAX1 (NR0B1) inhibition, primary screen; HEK293T StAR-luciferase reporter, SF-1/DAX-1 repression relief; inhibition, % at 6.8 µM; 370,000 compounds, 1.1% hits; AID 652010;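 active means inhibition above the mean over all tested compounds plus 3 SD, cut at about 3.6% in these data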;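 further: 0% = DAX-1 cells with DMSO and 100% = cells lacking DAX-1 with DMSO; higher inhibition means more luminescence from relief of DAX-1 repression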
DAX1 inh-2 – inhibitors of human orphan nuclear receptor DAX1 (NR0B1); AID 504766; HEK293 Gal4-DAX1 luciferase reporter, luminescence; 340,000 compounds, 0.99% hits; inhibition, % at 6.75 µM; P51843;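 active means inhibition above the mean over all tested compounds plus 3 SD, cut at about 4.2% in these data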;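 further: 0% = DAX1-transfected cells with DMSO and 100% = empty-vector control cells with DMSO; inhibition shows as a rise in luminescence from relieved DAX1 repression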
hcDAF-12 act – activates DAF-12 receptor from parasite H. contortus | activation, % at 6.8 µM | HEK293 hcDAF-12 lit1-tk-luc reporter, luminescence; 0% DMSO, 100% Δ7-dafachronic acid | 370,000 compounds, 1.4% hits;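 active means activation above the mean of all tested compounds plus 3 SD, cut at about 5.5% in these data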;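 further: 100% = response to 3 µM Δ7-dafachronic acid high control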
PLCb3 inh – blocks human PLC-beta3 enzyme activity; Q01970; Purified PLC-beta3, fluorogenic substrate, fluorescence; inhibition, % at 12.2 µM; 370,000 compounds, 0.18% hits; in the data active means inhibition above about 11%;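 further: 0% = median of compound wells on plate and 100% = full blocker control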
FXN GAA850 act – frataxin GAA850 promoter activation; HEK293 lucGAA850 FXN promoter luciferase reporter, 24 h; percent of 10 µM SAHA response; activation, % at 6 µM; 360,000 compounds, 0.56% hits;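 active means activation above the average of all compounds screened plus 3 SD, cutoff fixed separately per campaign, cut at about 7.5% in these data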;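 further: 0% = DMSO wells and 100% = 10 µM SAHA wells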
sPLA2-III inh – Inhibits HGIII-sPLA2 liposome hydrolysis, primary screen. inhibition, % at 12.2 µM. QFRET BODIPY PC-A2 liposome hydrolysis, fluorescence. Q9NZ20. 370,000 compounds, 0.56% hits;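 active means inhibition above mean plus 3 SD of compounds lying within the high and low control bounds, cut at about 19% in these data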;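 further: 0% = median of test compound wells and 100% = no enzyme DMSO wells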
ADAM10 inh – inhibits human ADAM10; O14672; recombinant ADAM10, EDANS/DABCYL FRET peptide cleavage, 3 h; inhibition, % at 7 µM; 370,000 compounds, 0.62% hits; AID 720582;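 active means inhibition above a per-campaign cutoff equal to the mean of compounds falling between control-based bounds plus 3 SD, cut at about 20% in these data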;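 further: 0% = DMSO wells while the 100% control is not disclosed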
hgDAF-12 ag – hgDAF-12 agonism, primary luciferase screen; HEK293 GAL4-hgDAF12 UAS-luciferase reporter, agonist luminescence; normalized to butyrate control; activation, % at 6.8 µM; 370,000 compounds, 1.8% hits;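 active means activation above a cutoff set at the mean of all screened compounds plus 3 SD, cut at about 10% in these data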;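 further: 0% = DMSO wells and 100% = sodium butyrate wells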
ADAM17 inh – inhibits human ADAM17. P78536. recombinant ADAM17, EDANS/DABCYL FRET peptide cleavage. inhibition, % at 6.95 µM. 370,000 compounds, 0.83% hits;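 active means inhibition above the mean of compounds lying between control limits plus 3 SD, set per campaign, cut at about 8.5% in these data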;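 further: 0% = DMSO-only wells as the low control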
ssDAF-12 act – S. stercoralis DAF-12 activation, primary screen; activation, % at 6.8 µM; HEK293 ssDAF-12/GRIP1 lit1-tk-luc reporter, luminescence; % of 3 µM dafachronic acid response; 370,000 compounds, 1% hits;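 active means activation above the mean over all tested compounds plus 3 SD, cut at about 0.9% in these data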;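 further: 0% = DMSO-only wells and 100% = 3 µM delta7-dafachronic acid wells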
* hit, by the source's call; / = no result given.

SMILES | PLCg1 inh | DAX1 inh-1 | DAX1 inh-2 | hcDAF-12 act | PLCb3 inh | FXN GAA850 act | sPLA2-III inh | ADAM10 inh | hgDAF-12 ag | ADAM17 inh | ssDAF-12 act
Cc1ccnc(NC(=O)C2CCN(S(=O)(=O)c3cccc(C(F)(F)F)c3)CC2)c1 | 2 | 0.0 | -0.2 | 1.3 | -2 | -1.6 | -4 | 0 | 6.6 | 3 | -0.5
Cc1ccc(NC(=O)COC(=O)c2ccc(OCc3c(C)noc3C)cc2)cc1S(=O)(=O)N1CCOCC1 | 2 | 0.1 | -0.7 | -2.4 | -1 | 2.1 | 19 | -15 | -2.3 | 3 | -0.8
CCOc1cc(NC(=S)NCc2ccco2)c(OCC)cc1NC(=O)CC | 2 | -0.3 | -0.6 | 1.4 | -1 | -0.2 | 16 | -1 | -1.0 | 3 | -1.3
CCCC(=O)Nc1ccc(C(=O)NCCCn2ccnc2)cc1 | -3 | -1.7 | -0.7 | -1.7 | 4 | 1.9 | 7 | -4 | -1.7 | -5 | -0.8
Cc1cccc(-n2c(SCC(N)=O)nc3c(c2=O)C2(CCCC2)Cc2ccccc2-3)c1 | -16 | -0.1 | -1.0 | 0.9 | -18 | -0.9 | 2 | -24 | -2.2 | -10 | -1.1
Clc1cccc(OCCN2CCOCC2)c1 | -2 | -0.2 | 0.9 | -0.1 | -2 | 1.9 | 11 | 1 | 0.2 | -4 | -1.1
CC(C)C(=O)Nc1nnc(CSCc2ccccc2F)s1 | -3 | -0.8 | -0.1 | -2.9 | 1 | -0.5 | 2 | -6 | 2.0 | -6 | -0.9
c1ccc2c(SCc3cn4ccccc4n3)nncc2c1 | -7 | 1.2 | 0.0 | 0.2 | -3 | 2.8 | -2 | -7 | 7.6 | 0 | -1.2
COc1ccc(C(=O)Nc2c(O)ccc3ccccc23)cc1 | -7 | -0.5 | 2.2 | 2.6 | -14 | 1.1 | -38 | -5 | -1.1 | -4 | -0.4
Cc1c(CNCCCc2ccccc2)c(C(=O)O)c(C)n1Cc1ccccc1 | 2 | -1.3 | -0.6 | 2.6 | -5 | -1.8 | 3 | 2 | -3.9 | -1 | -1.0
C[C@@H]1CCC[C@@]2(O[C@@H](CCO)C[C@H](O)[C@H]2O)O1 | 12* | 0.1 | 0.7 | -0.5 | 9 | 0.9 | 11 | 5 | -0.3 | -4 | -0.5
O=C(CS(=O)(=O)c1c[nH]c2ccccc12)Nc1ccc2c(c1)OCCO2 | -3 | 1.1 | -0.3 | 3.6 | -7 | 1.5 | -8 | -5 | 2.5 | -6 | -0.2
COc1ccccc1CCNC(=O)CN1C(=O)NC2(CCCC2)C1=O | 10* | 3.0 | -0.6 | 0.1 | -3 | -0.8 | 0 | 3 | -0.6 | 7 | -0.8
C=CCN(C(=O)CCC(=O)Nc1cc(C)on1)C(C(=O)NC1CCCC1)c1ccc(OC)c(OC)c1 (configuration not stated) | 0 | -0.2 | 0.3 | -0.8 | -3 | 0.4 | 4 | 5 | -0.9 | -3 | -1.0
O=C(CN1CCCc2ccccc21)N/N=C/c1c(O)ccc2ccccc12 | -25 | -1.0 | -1.0 | -3.1 | -30 | -5.5 | 3 | -31 | -7.8 | -7 | -2.1
O=C(c1cc2nc(-c3ccc(F)cc3)cc(C(F)(F)F)n2n1)N1CCOCC1 | -9 | -0.3 | 0.3 | 1.6 | -11 | 1.0 | -2 | -3 | 0.4 | -6 | -0.5
O=C1CS/C(=C/C(=O)c2cccc(Cl)c2)N1 | 0 | 0.3 | 2.1 | -0.2 | 0 | 2.7 | -16 | 6 | -1.2 | 3 | -0.9
CCOc1ccc(C(=O)CCC(=O)N2CCN(S(=O)(=O)c3cccc(F)c3)CC2)cc1 | 2 | -1.0 | -0.9 | -1.7 | -1 | -0.2 | -11 | 4 | -3.6 | 1 | -1.1
O=C(C[C@@H]1C=C[C@H](NS(=O)(=O)c2ccccc2F)[C@@H](CO)O1)NCCCN1CCOCC1 | 1 | -0.6 | / | -0.8 | 2 | / | -5 | -3 | 3.0 | -2 | -0.3
Cc1cccnc1NC(=O)CNC(=O)C12CC3CC(CC(C3)C1)C2 | 1 | -0.1 | 0.3 | -0.3 | -2 | 0.3 | 3 | 3 | 2.8 | -2 | -0.6
CCn1nc(C(=O)NNS(=O)(=O)c2ccc(C)cc2)c2ccccc2c1=O | -2 | -0.5 | 0.0 | 1.0 | 1 | -0.3 | -12 | 1 | -1.5 | -6 | -0.5
COc1ccc(CC(=O)Nc2cccc(/C(C)=N/NC(=O)C3(C)CC3(Br)Br)c2)cc1 (configuration not stated) | 6 | 0.7 | 0.9 | -1.6 | -6 | 0.8 | -10 | 3 | 2.6 | 5 | -1.5
CC1(C(=O)Nc2ccc(Cl)c(C(F)(F)F)c2)Cc2c(-c3ccccc3)ccnc2O1 (configuration not stated) | -1 | -0.4 | / | 0.3 | -4 | 2.0 | -2 | -4 | 2.0 | -4 | 0.0
CC[C@@H]1C/C=C\Cc2ccccc2[C@H](C(=O)C[C@H](O)CC(C)=O)OC1=O | -2 | 2.3 | -1.1 | -0.7 | 0 | 0.0 | -7 | -6 | -2.3 | 1 | -0.7
COc1ccc(CCNC(=O)c2cnn3cccnc23)cc1OC | -1 | 0.2 | -0.6 | 1.4 | -3 | 1.0 | 8 | 10 | 1.6 | -4 | -0.5
COc1ccc(-c2cc3c(=O)n(CC(=O)Nc4cccc(Cl)c4)nc(C)n3n2)cc1 | 5 | 0.0 | 0.2 | 0.9 | -6 | 0.4 | 3 | 8 | 0.5 | -1 | -1.1
COC(=O)c1cccc(NC(=O)CSc2nc3cccnc3n2C)c1 | 1 | -2.8 | -3.2 | -3.1 | 2 | -0.1 | 2 | 6 | -4.5 | 1 | -1.9
CC(C)CC1(C(=O)O)NC(c2ccccc2O)C2C(=O)N(C(C)C)C(=O)C21 (configuration not stated) | 1 | -1.1 | 1.6 | 1.2 | 1 | -0.1 | 1 | 3 | -0.9 | 0 | -1.4
CCOC(=O)c1ccc(N(CC(=O)NC2CCCC2)C(=O)CNC(=O)c2ccco2)cc1 | 2 | -0.6 | -0.1 | -0.8 | 4 | 0.3 | 4 | 7 | 0.7 | -1 | -0.9
O=C(NCc1ccccc1)[C@@H]1CCCN1C(=O)[C@H]1CCCN1C(=O)c1ccc(Cl)c(Cl)c1 | 0 | -0.2 | / | -0.6 | 3 | / | 2 | -4 | -0.6 | -1 | -1.0
COc1ccc(CCNC(=O)c2ccccc2NC(=O)C2=C(C)OCCS2)c(OC)c1 | 3 | -0.7 | -0.6 | -1.7 | -2 | -1.7 | -6 | 8 | -0.2 | -1 | -1.4
CC(c1ccon1)N(C)Cc1cn(Cc2ccccc2)nc1-c1ccc2c(c1)OCO2 (configuration not stated) | 1 | -0.8 | 0.0 | -1.2 | 3 | 3.5 | -13 | 4 | -2.3 | 2 | -1.3
CC(C)N(CCCNC(=O)C1CCN(C(=O)c2cc3sccc3n2C)CC1)Cc1ccccc1 | -2 | 0.0 | -0.3 | 0.1 | -6 | -1.3 | 1 | 4 | 0.2 | -1 | -0.9
COc1ccc(C(=O)Nc2ccc(S(=O)(=O)Nc3cc(C)nc(C)n3)cc2)cc1OC | 9 | 3.2 | 1.0 | -2.0 | -1 | 0.8 | -4 | 11 | -0.2 | 2 | -1.9
CCc1noc(C)c1C(=O)OCC(=O)c1ccc(NC(=O)CC(C)C)cc1 | 2 | -1.1 | 0.6 | -1.1 | -4 | -1.4 | 0 | -5 | 1.5 | 3 | -1.0
O=C(N/N=C/c1cccc([N+](=O)[O-])c1)c1ccncc1 | 2 | -0.2 | 0.0 | -0.6 | -6 | -0.6 | 7 | -11 | 1.8 | -2 | -1.7
CN1CCc2nc(SC(C(=O)O)c3ccccc3)c(C#N)c(-c3cccs3)c2C1 (configuration not stated) | -15 | -0.4 | 0.6 | -0.6 | -24 | 1.0 | 0 | -4 | 1.7 | -6 | -1.0
O=C(Nc1cccc([N+](=O)[O-])c1)c1cc2ccccc2cc1O | 3 | -3.1 | -7.1 | -1.9 | 0 | -8.4 | -57 | 13 | -6.0 | 5 | -1.6
OCC1(Cc2ccc(Cl)cc2)CCN(CC2CC=CCC2)CC1 (configuration not stated) | 0 | 0.3 | 0.1 | 0.4 | -6 | -0.9 | -6 | -7 | -1.1 | -6 | -1.9
Cc1cc(Cl)ccc1N1C(=O)CC(NNC(=O)c2cccnc2)C1=O (configuration not stated) | -3 | -0.1 | -0.5 | -1.1 | -3 | -1.2 | -5 | -6 | 3.0 | -3 | -1.8
Cc1ccccc1/C(=N\S(=O)(=O)c1ccc(Br)cc1)Nc1ccccc1 | 1 | -1.1 | -0.1 | -1.5 | -2 | 0.7 | -18 | 6 | -1.3 | 5 | -1.5
COc1cccc(C2=NOC(C(=O)N3CCN(c4ccccc4)CC3)C2)c1OC (configuration not stated) | -1 | 0.0 | 0.9 | -0.8 | 0 | -0.1 | -5 | 3 | -1.3 | 2 | -0.3
CC(C)OCCCNC1=C(Cl)C(=O)c2ccccc2C1=O | -1 | 0.3 | / | -2.2 | -3 | 5.0 | 12 | -3 | -3.3 | -2 | -0.6
CC(NS(=O)(=O)CCNC(=O)c1ccccc1)c1ccccc1 (configuration not stated) | -1 | 1.0 | 0.3 | -0.4 | -10 | 0.8 | -4 | -2 | 0.0 | 1 | -0.3
CCc1ccc(N2CC(C(=O)Nc3ccc(S(=O)(=O)Nc4ncccn4)cc3)CC2=O)cc1 (configuration not stated) | 2 | 0.2 | 1.8 | -2.2 | -4 | -0.6 | -9 | 2 | -0.3 | 1 | -1.0
CCN(C[C@H]1N[C@@](CC)(C(=O)OC)[C@H]2C(=O)N(Cc3ccccc3)C(=O)[C@@H]12)S(=O)(=O)c1ccc(C(C)(C)C)cc1 | 3 | 2.0 | 0.5 | 1.6 | 4 | 4.7 | -2 | 1 | 0.4 | 0 | -0.8
Cc1ccc(C2C(C#N)=C(N)Oc3n[nH]c(-c4cccnc4)c32)o1 (configuration not stated) | -3 | 0.5 | 1.4 | -1.0 | 2 | 2.7 | 0 | -1 | 1.1 | 1 | -0.8
c1ccc(OCc2cc(-c3ccccc3)no2)cc1 | 1 | 1.2 | 1.8 | 4.9 | 2 | 4.4 | -3 | -4 | 14* | 1 | -0.7
COc1ccccc1N1CCN(S(=O)(=O)c2cn(C)cn2)CC1 | 1 | 0.1 | 0.2 | 1.4 | -5 | 0.8 | 9 | 0 | 0.1 | 1 | -1.4
COc1ccc(NS(=O)CCCc2ccccc2)cc1 (configuration not stated) | -2 | -0.7 | / | 0.8 | -10 | / | 16 | -8 | -4.4 | 0 | -1.5
